Screens from PubChem BioAssay.
Rv3671c inh – Rv3671c serine protease inhibitors, primary screen, biochemical, fluorescence polarization, M. tuberculosis H37Rv | P9WHR9 | inhibition, % at 5.96 µM | 0.048% of 320,000 active; in the data active means inhibition above about 38%;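 further: extracellular domain of Rv3671c used as enzyme; 0% = enzyme with DMSO and 100% = no enzyme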
Target sequence (P9WHR9 whole entry, looked up, the tested form may be a part): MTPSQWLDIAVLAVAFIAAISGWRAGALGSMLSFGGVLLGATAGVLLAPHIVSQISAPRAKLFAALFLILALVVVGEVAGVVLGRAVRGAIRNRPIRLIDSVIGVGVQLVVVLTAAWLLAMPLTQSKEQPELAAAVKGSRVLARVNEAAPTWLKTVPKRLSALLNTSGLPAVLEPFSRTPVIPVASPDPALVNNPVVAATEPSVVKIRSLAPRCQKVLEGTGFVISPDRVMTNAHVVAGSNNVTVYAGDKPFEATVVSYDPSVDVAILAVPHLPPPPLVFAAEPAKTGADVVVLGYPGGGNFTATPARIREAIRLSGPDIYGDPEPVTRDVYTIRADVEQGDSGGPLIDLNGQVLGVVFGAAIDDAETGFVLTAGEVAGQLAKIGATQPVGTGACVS
Y pestis TopoI – Yersinia pestis topoisomerase I inhibitors, primary screen, biochemical, cleavage product accumulation, plate reader, single point | DNA topoisomerase I (Yersinia pestis CO92) | Y. pestis Topo-I cleavage product accumulation | activity, % at 10 µM | 0.064% of 360,000 active | AID 504884, 2011; in the data active means activity above about 50%, passing the limit was not always enough; further: inactives centre near 2
PrPC TRFRET – inhibitors of human cell surface prion protein PrPC, primary screen, cell-based, TR-FRET; TR-FRET read-out; inhibition, % at 13.8 µM; 0.43% of 370,000 active; AID 720596, 2013; in the data active means inhibition above about 24%; further: 0% = median of the test wells and 100% = reference compound wells
CCHF vOTU inh – CCHFV vOTU protease inhibitors, primary screen, biochemical, Pep-AMC substrate, fluorescence | Crimean-Congo hemorrhagic fever virus L polyprotein viral ovarian tumor (vOTU) protease … | inhibition, % at 11.5 µM | 0.55% of 370,000 active | AID 651958, 2012; in the data active means inhibition above about 30%; further: 0% = vehicle wells with enzyme and 100% = no enzyme wells
3CLpro inhibitor – SARS-CoV 3CLpro protease inhibitors, primary screen, biochemical, quenched FRET | Replicase polyprotein 1ab (Severe acute respiratory syndrome coronavirus), P0C6X7 | recombinant SARS-CoV 3CLpro, quenched FRET peptide cleavage | inhibition, % at 6 µM | 0.14% of 290,000 active; in the data active means inhibition above about 12%
TcdB inh – TcdB glycohydrolase inhibitors, primary screen, biochemical, single point, plate reader; Toxin B (Clostridioides difficile), P18177; TcdB glycohydrolase enzymatic assay; inhibition, % at 9.99 µM; 0.24% of 350,000 active; in the data active means inhibition above about 10%
PriA SSB inh – inhibitors of Klebsiella pneumoniae PriA binding to SSB C-terminal tail, primary screen, biochemical, AlphaScreen. inhibition, % at 33 µM. PriA–SSB C-terminal tail interaction (Klebsiella pneumoniae). AlphaScreen SSBct-PriA binding, biotinylated peptide. 0.6% of 430,000 active; in the data active means inhibition mostly above about 37%, no sharp cut-off; inactive means mostly below about 20%;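 further: plate controls were negative control peptide for no effect and reference peptide for full effect; strong numbers were not always called active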
DUSP3 inh – VHR1 phosphatase inhibitors, primary screen, biochemical, absorbance, uHTS; 0.52% of 290,000 active; inhibition, % at 13.3 µM; Dual specificity protein phosphatase 3 (Homo sapiens), P51452; recombinant VHR phosphatase, pNPP absorbance; in the data active means inhibition above about 50%; further: some compounds called inactive have numbers as strong as hits
Target sequence (P51452 whole entry, looked up): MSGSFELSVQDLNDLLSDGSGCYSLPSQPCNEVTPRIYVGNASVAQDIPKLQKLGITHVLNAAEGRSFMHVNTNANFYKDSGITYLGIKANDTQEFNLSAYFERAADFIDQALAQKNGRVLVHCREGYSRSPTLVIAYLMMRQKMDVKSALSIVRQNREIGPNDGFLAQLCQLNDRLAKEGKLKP
MazEF act – activators of E. coli MazEF toxin-antitoxin RNase, primary screen, biochemical, fluorescence, uHTS | FAM/BHQ RNA-DNA oligo cleavage fluorescence, 5 h | activation, % at 20 µM | 0.32% of 350,000 active | AID 504720, 2011; in the data active means activation above about 50%
Target sequence (P0AE70 whole entry, looked up): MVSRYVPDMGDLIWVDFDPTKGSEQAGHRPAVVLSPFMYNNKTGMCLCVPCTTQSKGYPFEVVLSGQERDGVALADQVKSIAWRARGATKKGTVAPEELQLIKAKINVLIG
Vc quorum ag – inducers of Vibrio cholerae quorum light production without autoinducers, primary screen, BH1578 luxS cqsA deficient, single point; V. cholerae BH1578 lux reporter, luminescence, 6 h; activation, % at 18.7 µM; 0.16% of 350,000 active; in the data active means activation mostly above about 9.7%, no sharp cut-off; further: not every result past the cut was called active; inactives centre near 0; reference of the scale not given here
Numbers without * were called inactive; i = inactive; . = no result given; & = joins results of further samples. Some of the compounds tested, so the mix of outcomes need not match the whole.

cpd	smiles	Rv3671c inh	Y pestis TopoI	PrPC TRFRET	CCHF vOTU inh	3CLpro inhibitor	TcdB inh	PriA SSB inh	DUSP3 inh	MazEF act	Vc quorum ag
1	CCc1ccccc1N(C(=O)c1ccco1)C(C(=O)NC1CCCC1)c1cccnc1 (configuration not stated)	7	8	-5	7	7	-0.5	6	12	-35	-0.3
2	C[C@@H]1CN([C@H](C)CO)C(=O)CCCn2nncc2CO[C@H]1CN(C)S(=O)(=O)c1cccc(C#N)c1	.	6	0	14	.	1.4&-0.7	.	.	1	-0.2
3	COc1ccc(C(=S)N2CCOCC2)cc1OC(=O)c1cc([N+](=O)[O-])c(C)c([N+](=O)[O-])c1	0	-6	-12	10	3	.	4	17	-16	2.9
4	CCOC(=O)c1c(C)[nH]c(C(=O)COC(=O)CNC(=O)c2ccc(Cl)cc2)c1C	-9	11	-1	-18	1	.	-12	3	2	-0.3
5	CCOC(=O)N1CCN(Cc2nc3cc(NC(=O)c4cccs4)ccc3n2C)CC1	-6	13	-4	0	-1	1.6	-2	34	5	i
6	CCSc1ccc([C@@H]2[C@@H]3C(=O)N(CC)C(=O)[C@@H]3[C@]3(C(=O)OC)CCCCN23)cc1	-6	19	0	6	.	1.4	0	.	5	-3.7
7	COc1cccc(C(=O)OCC(=O)Nc2cc(C)on2)c1OC	9	-3	-6	-7	.	10*	-14	.	9	i
8	c1ccc(-c2cnc(-c3ccccc3)nc2)cc1	-8	1	4	-5	3	.	-5	-2	-8	i
9	CC1(C)N=C(/C=N/O)C=[N+]1[O-]	-5	-2	8	8	-3	.	.	-10	-3	i
10	CCOc1cccc(/C(O)=C2/C(=O)C(=O)N(CCN3CCOCC3)C2c2cccnc2)c1 (configuration not stated)	-8	0	-1	2	4	.	.	26	4	i
11	O=C(NCc1ccccc1)c1ccccc1OCC(=O)N1CCCCC1	-2	8	12	-5	3	.	-10	9	4	i
12	CC(NC(=O)c1cccc(OC2CCN(C(=O)C3CC3)CC2)c1)c1ccc(F)cc1 (configuration not stated)	-7	5	1	8	-3	-2.0	2	23	1	i
13	Cc1noc(C)c1S(=O)(=O)N1CCC(C(=O)N2CCC(N3CCCCC3)CC2)CC1	3	-9	5	-1	.	2.3	-7	-33	0	-0.2
14	COc1ccccc1C(=O)COC(=O)CNC(=O)c1ccc(Br)o1	-2	-2	-3	1	.	-1.3	9	.	1	i
15	CCC(=O)Nc1cccc(C2=NOC3(C2)C[C@@H](C(N)=O)N(C(=O)COc2ccc(Cl)cc2)C3)c1 (some centres not stated)	1	17	0	3	.	1.9	7	11	1	i
16	OC(c1ccccc1)C(NCc1ccccc1)c1ccccc1 (configuration not stated)	.	5	15	-3	.	0.7	.	.	2	i
17	COc1ccc(NC(=O)CCN2CCCCCC2)c(OC)c1	-3	7	-7	1	-2	.	-9	29	5	-0.9
18	CCCCOc1ccc(CNn2c(C)nc3ccccc3c2=O)cc1	-9	-2	5	-16	4	.	-11	48	-7	i
19	CCS(=O)(=O)Nc1ccc(C2=NN(C(=S)Nc3ccccc3)C(c3ccco3)C2)cc1 (configuration not stated)	0	2	1	-5	5	.	3	-2	3	0.6
20	CC(=O)Nc1ccccc1OCC(=O)NC(C)c1ccc(F)cc1 (configuration not stated)	-2	-2	8	-12	1	-0.5	-5	14	3	-0.4
21	O=C(NC(=S)NCCc1ccccc1)c1ccco1	-10	2	-5	2	7	.	-4	29	9	i
22	O=C(Nc1ccccc1)Nc1ccc(F)c([N+](=O)[O-])c1	-6	-7	-16	1	4	.	-4	5	-3	-0.3
23	O=S(=O)(Nc1ccncc1)c1ccccc1	9	-3	-2	-3	0	.	-2	9	0	-0.6
24	COc1ccccc1NC(=O)Nc1nc(CC(=O)Nc2ccc(F)cc2)cs1	16	-7	-5	1	.	0.8	-4	.	13	-0.7
25	CC(=O)N1CCN(c2ccc(NC(=O)c3cccc([N+](=O)[O-])c3)cc2)CC1	2	-6	-28	-5	-2	0.2	-23	25	5	0.7
26	CCOC(=O)N1CCN(c2ccc(F)cc2[N+](=O)[O-])CC1	-4	-7	-10	12	-5	.	7	40	15	-7.9
27	CC(=O)c1c(C)[nH]c(C(=O)Nc2ccc(C)cn2)c1C	-6	-3	4	4	1	.	1	22	-1	i
28	CC1=C(C(=O)N(C)C)CC(CC(=O)NCCN2CCOCC2)C(=O)N1CCC1=CCCCC1 (configuration not stated)	.	-5	2	6	.	-8.6	.	.	-2	1.0
29	Cn1ncc2c(NCc3ccccc3)nc(NCCCO)nc21	1	-8	-4	-5	0	0.4	-4	30	7	i
30	Nc1cc(N)nc(SCC(=O)NCC2CCCO2)n1 (configuration not stated)	3	3	4	5	-7	.	-18	15	-3	-5.8
31	O=C(CN1c2ccccc2Sc2ccccc21)N/N=C/c1ccc([N+](=O)[O-])cc1	-12	-7	-5	-7	3	-0.4	i	-5	11	i
32	Cc1ccc(/C=N\NC(=O)C2COc3cc4ccccc4cc3O2)o1 (configuration not stated)	-14	2	-2	14	9	.	.	10	3	-3.2

Four neighbouring entries from above, quoted:
cpd	smiles	Rv3671c inh	Y pestis TopoI	PrPC TRFRET	CCHF vOTU inh	3CLpro inhibitor	TcdB inh	PriA SSB inh	DUSP3 inh	MazEF act	Vc quorum ag
25	CC(=O)N1CCN(c2ccc(NC(=O)c3cccc([N+](=O)[O-])c3)cc2)CC1	2	-6	-28	-5	-2	0.2	-23	25	5	0.7
26	CCOC(=O)N1CCN(c2ccc(F)cc2[N+](=O)[O-])CC1	-4	-7	-10	12	-5	.	7	40	15	-7.9
27	CC(=O)c1c(C)[nH]c(C(=O)Nc2ccc(C)cn2)c1C	-6	-3	4	4	1	.	1	22	-1	i
28	CC1=C(C(=O)N(C)C)CC(CC(=O)NCCN2CCOCC2)C(=O)N1CCC1=CCCCC1 (configuration not stated)	.	-5	2	6	.	-8.6	.	.	-2	1.0

(listing goes on)
cpd	smiles	Rv3671c inh	Y pestis TopoI	PrPC TRFRET	CCHF vOTU inh	3CLpro inhibitor	TcdB inh	PriA SSB inh	DUSP3 inh	MazEF act	Vc quorum ag
33	Cc1ccc(SCCOCCN2CC(C)OC(C)C2)cc1 (configuration not stated)	1	8	-9	-4	-5	0.5	-13	-28	-7	0.5
34	Cn1c(=O)c2cccnc2c(=O)n1C	.	6	-6	1	.	1.5	.	.	4	i
35	CCc1ccccc1NC(=O)C1=CC(c2ccc(OC)c(OC)c2)=NS(=O)(=O)N1C	12	2	5	8	-2	-0.9	-10	2	17	-0.2
36	CCN(CC)S(=O)(=O)c1cc(C(=O)Oc2cccc(-c3cnc4ccccc4n3)c2)ccc1OC	-10	17	-1	3	-3	0.9	-14	-5	-13	-0.4
37	Cc1cccc(NC(=O)Cn2nnc(-c3cccs3)n2)c1C	-2	7	-2	0	4	0.7	-1	35	-24	i
38	Cc1ccc(C2NC(=O)NC(O)(C(F)(F)F)C2C(=O)c2cccs2)o1 (configuration not stated)	-1	-3	-1	-11	-1	.	1	30	9	-1.2
39	Cc1ccc(C23CCC(=O)N2C(C(=O)O)CS3)c(C)c1 (configuration not stated)	-4	9	-1	-2	5	0.6	-2	10	0	-0.1
40	O=[N+]([O-])c1ccc(S(=O)(=O)NCC(c2ccco2)N2CCc3ccccc3C2)cc1 (configuration not stated)	8	2	-6	5	.	-0.7	1	.	8	i
41	COC(=O)c1cc(CSc2nnc(NC3CCCCC3)s2)oc1C	-6	15	4	12	1	.	8	7	-2	-0.3
42	CC(C)(C)C(=O)Nc1nnc(COc2ccc(Cl)cc2)s1	-2	11	-3	9	1	1.4	5	-8	3	0.1
43	COC(=O)CCC(=O)Nc1sc(C)c(C)c1C(N)=O	12	-7	1	2	1	.	2	7	6	-0.2
44	Cc1nn(-c2ccccc2)c2c1C(c1ccc(Cl)cc1)N(c1ccccc1)C(=O)N2 (configuration not stated)	-9	22	0	4	1	0.9	3	5	-4	-0.3
45	CCCCn1c(N)c(N(CCOC)C(=O)COC(=O)c2ccccc2OCC)c(=O)[nH]c1=O	1	6	2	6	-3	2.2	-3	4	4	3.6
46	CC(=O)N/C(=C\c1ccc(F)cc1)C(=O)NC(Cc1ccccc1)C(=O)O (configuration not stated)	2	3	-2	-10	5	2.1	-1	8	11	-0.6
47	Cc1nn(C)cc1CNC(=O)c1cccc(Br)c1	-2	-1	12	-7	2	.	-11	-5	12	-0.2
48	COC(=O)[C@@H]1CCCN1C(=O)c1cc(COc2cccc3cccnc23)on1	-1	7	-4	22	1	1.9	-6	18	2	i
49	COc1ccc(N2CCN(c3ncnc4scc(-c5ccc(F)cc5)c34)CC2)cc1	-2	32	8	6	1	0.0	22	27	5	-0.5
50	Cc1ccccc1NC(=O)CCN1CCCCCC1	-1	6	-3	-4	-1	.	-11	.	5	-0.3
51	COc1cccc(OC)c1C(=O)OCC(=O)NCC(C)C	-1	16	4	14	1	-0.5	6	14	7	i
52	O=C(/C=C/N1CCOCC1)c1ccc(-c2ccccc2)cc1	-17	-4	.	.	2	.	1	11	0	i
53	O=C1c2cccnc2C(=O)N1Cc1ccc2c(c1)OCO2	-3	7	-1	-1	-1	.	-2	1	5	4.2
54	CCCn1nnnc1SCC(=O)N1CCN(C(=O)c2ccco2)CC1	1	6	4	-3	-4	.	-8	3	3	-2.9
55	CCOC(=O)c1[nH]c(C)c(/C(O)=C2\C(=O)C(=O)N(CCN(C)C)C2c2ccncc2)c1C (configuration not stated)	14	-8	-5	13	-6	.	.	27	5	-1.3
56	CC(=O)c1cccc(NC(=O)C2CC(c3ccc(F)cc3)=NO2)c1 (configuration not stated)	6	1	-2	-9	-4	.	-10	8	-4	i
57	Cc1ccc(-c2noc(CC(c3ccccc3)c3ccccc3)n2)cc1	-13	-2	6	-1	2	.	-7	-23	-4	-0.4
58	Cc1c(C(=O)NCC2CCCO2)oc2c(Cl)cccc12 (configuration not stated)	-3	5	-1	5	.	2.6	-5	.	6	i
